High-throughput results (PubChem BioAssay)
Tb PYK inh: T. brucei pyruvate kinase inhibition; Q57TT1; TbPYK enzyme, Kinase-Glo Plus ATP luminescence, 45 min; Potency, µM (top dose mostly 76.8 µM), for inactives: top-dose activity, negative = inhibition, hits mostly inhibitors; 410,000 compounds, 0.12% hits; AID 624173; further: potency means the concentration at half of the fitted maximal effect; nearly all actives have a fitted effect of over 50% in size
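TbPYK + substrate in 50 mM TEA pH 7.2, 100 mM KCl, 10 mM MgCl2, 0.05% BSA, 0.01% Tween-20; cpd pinned; ADP 130 uM final; 45 min RT; Kinase-Glo Plus 10 min; luminescence endpoint.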
AmpC detergent: blocks E. coli AmpC beta-lactamase in detergent assay; 370,000 compounds, 0.041% hits; P00811; Potency, µM (highest dose often 114 µM), for inactives: at the highest dose activity change, negative = inhibition, actives largely listed as inhibitors; AmpC hydrolysis of nitrocefin, absorbance 480 nm, 0.01% Triton;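 further: potency means the concentration at half of the fitted maximal effect; 0% = no-compound wells and -100% = no-enzyme wells; nearly all actives have a fitted effect of over 25% in size; some results filed as inactive show a strong effect at the top dose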
Target sequence (P00811 whole entry, looked up): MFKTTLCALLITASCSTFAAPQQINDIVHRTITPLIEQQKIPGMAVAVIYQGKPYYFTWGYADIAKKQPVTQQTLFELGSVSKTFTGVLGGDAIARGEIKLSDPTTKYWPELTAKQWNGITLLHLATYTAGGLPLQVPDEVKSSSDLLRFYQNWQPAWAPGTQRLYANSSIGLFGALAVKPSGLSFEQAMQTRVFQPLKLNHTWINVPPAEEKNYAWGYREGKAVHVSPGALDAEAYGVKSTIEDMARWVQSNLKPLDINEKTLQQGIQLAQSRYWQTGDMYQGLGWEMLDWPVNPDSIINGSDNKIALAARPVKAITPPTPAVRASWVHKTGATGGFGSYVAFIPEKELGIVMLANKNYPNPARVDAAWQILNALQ
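20 mM phosphate pH 7.0 + 0.01% (detergent screen) or 0.0001% Triton X-100; 5.3 nM AmpC reagent; cpd preinc 15 min RT; nitrocefin (800 uM stock) to start; A480 q20 s × 4 min; Activity was normalised to no-enzyme and no-compound control wells.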
AMA1 RON2 block: disrupts binding of P. falciparum AMA1 to RON2; AlphaScreen AMA1-biotinylated RON2 peptide binding; Potency, µM (highest dose often 58.2 µM), without a hit: at the highest dose activity change, negative = inhibition, usual class: inhibitors; 360,000 compounds, 0.2% hits;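 further: potency means the concentration at half of the fitted maximal effect; 0% = vehicle wells and -100% = peptide control; nearly all actives have a fitted effect of over 45% in size; some results filed as inactive show a strong effect at the top dose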
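AMA1 (3D7) with his tag at 25 nM final met compounds first, then biotinylated RON2 peptide at 25 nM; detection used donor plus acceptor beads, 10 µg/mL apiece, read by AlphaScreen after 30 min at room temperature.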
Sm TGR block: blocks Schistosoma mansoni thioredoxin glutathione reductase | purified TGR, DTNB reduction, TNB absorbance 405 nm | Q962Y6 | Potency, µM (doses to about 114 µM), without a hit: at the highest dose activity change, negative = inhibition, most hits filed as inhibitors | 360,000 compounds, 3% hits; further: potency means the concentration at half of the fitted maximal effect; nearly all actives have a fitted effect of over 60% in size
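First, TGR (20 nM dispensed) and NADPH were mixed with compound. Second, a 15 min room-temperature incubation followed. Third, further NADPH and then DTNB were added to start the reaction. Finally, TNB absorbance was monitored kinetically.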
AmpC inh no detg: AmpC beta-lactamase inhibition without detergent. P00811. AmpC nitrocefin hydrolysis, absorbance 480 nm, 0.0001% Triton. Potency, µM (titrated, usually from 57.1 µM), for the others: at the highest dose activity change, negative = inhibition, most hits filed as inhibitors. 330,000 compounds, 0.52% hits;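 further: potency means the concentration at half of the fitted maximal effect; plate controls were no compound for no effect and no enzyme for full effect; nearly all actives have a fitted effect of over 20% in size; some results filed as inactive show a strong effect at the top dose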
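AmpC (5.3 nM in the dispensed reagent) in 20 mM phosphate pH 7.0 with 0.01% (detergent screen) or 0.0001% Triton X-100 was preincubated with compounds for 15 min at room temperature. Nitrocefin was then added from an 800 uM solution, and hydrolysis was followed at 480 nm.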
LmPK inhibitor: LmPK (Leishmania mexicana) enzyme inhibition; 290,000 compounds, 0.37% hits; AID 1721; purified LmPK, Kinase-Glo ATP luminescence, 1 h; Q27686; Potency, µM (highest dose often 57.5 µM), for the others: at the highest dose activity change, negative = inhibition, usual class: inhibitors; further: potency means the concentration at half of the fitted maximal effect
Target sequence (Q27686 whole entry, looked up): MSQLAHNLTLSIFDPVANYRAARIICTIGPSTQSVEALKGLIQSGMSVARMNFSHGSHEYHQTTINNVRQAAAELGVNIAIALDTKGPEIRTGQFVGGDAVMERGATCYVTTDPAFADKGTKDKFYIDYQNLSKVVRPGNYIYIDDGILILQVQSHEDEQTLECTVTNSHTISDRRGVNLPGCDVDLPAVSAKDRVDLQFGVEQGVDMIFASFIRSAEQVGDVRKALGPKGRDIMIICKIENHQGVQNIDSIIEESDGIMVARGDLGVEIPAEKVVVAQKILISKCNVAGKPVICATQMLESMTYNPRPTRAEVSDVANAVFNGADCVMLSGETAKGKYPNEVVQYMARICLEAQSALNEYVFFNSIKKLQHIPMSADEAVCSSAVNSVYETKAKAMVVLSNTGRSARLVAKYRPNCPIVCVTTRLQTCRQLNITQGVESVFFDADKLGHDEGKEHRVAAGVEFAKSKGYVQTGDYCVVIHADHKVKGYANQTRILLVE
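0.1 nM LmPK, 0.5 mM PEP, 0.1 mM ADP; 50 mM imidazole pH 7.2, 7 mM MgCl2, 50 mM KCl; 1 h RT. Kinase-Glo luminescence readout, normalized to no-enzyme (full inhibition) and uninhibited wells.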
HCMV antiviral: blocks human cytomegalovirus replication; HFF cells, HCMV-luciferase reporter, 72 h; stronger effect = lower value; 410,000 compounds, 4.5% hits; activity change, negative = inhibition, % at 57.5 µM; in the data active means activity change below about -60%; inconclusive means no clear call, values can overlap the other calls; inactive means above about -39%
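After 16 h attachment at 37C, HFF cells received test compound and HCMV-luciferase (1 PFU/cell); reporter luminescence read 72 h later, data normalized against buffer-only and known inhibitor Salinomycin.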
Numbers without * were called inactive; u = inconclusive; x = no result given; [ ] = dose if it differs, or a comment. Unless noted, the call rests on the fitted dose curve; in most records, active means well fitted curve in the direction sought with a large enough effect; inconclusive means small, poorly fitted or top-dose-only effect, or another doubt; inactive means no such curve, though single readings can be large; an effect the other way counts as inactive or inconclusive. Unless noted, on the % scale 0 is the no-effect control and ±100 the full control effect.

(1) CCN(CC)c1ccc(C(=O)N/N=C(\C)c2cccc(OC)c2)cc1
(2) COc1ccccc1NC(=O)c1csc2c1CCCC2
(3) COc1ccccc1NS(=O)(=O)c1ccc2oc(SCC(C)=O)nc2c1
(4) O=C(COC(=O)CNC(=O)c1ccc(Cl)c([N+](=O)[O-])c1)NNC(=O)c1ccccc1F
(5) O=C(Cn1nc2c(cc1=O)CCCC2)Nc1ccc(F)cc1F
assay / compound,1,2,3,4,5
Tb PYK inh,0%,13%,-4%,-1%,-7%
AmpC detergent,-6%,-11%,-12%,13%,4%
AMA1 RON2 block,20%,4%,-3%,87%[activator],x
Sm TGR block,-19%,-19%,-4%,-2%,3%
AmpC inh no detg,-31%,-32%,10%,0%,x
LmPK inhibitor,0%,-2%,-2%,x,x
HCMV antiviral,-24,14,-31,-29,3

Overlap with the part before: 3 compounds; new compounds follow.
(3) COc1ccccc1NS(=O)(=O)c1ccc2oc(SCC(C)=O)nc2c1
(4) O=C(COC(=O)CNC(=O)c1ccc(Cl)c([N+](=O)[O-])c1)NNC(=O)c1ccccc1F
(5) O=C(Cn1nc2c(cc1=O)CCCC2)Nc1ccc(F)cc1F
(6) CCOc1ccccc1NC(=O)C1CCCN1S(=O)(=O)c1ccccc1C(F)(F)F (centres undefined)
(7) COc1ccc(NC(=O)c2cc(-c3ccco3)nc3ccccc23)cn1
(8) Nc1nc(SCc2nc3scc(-c4cccs4)c3c(=O)[nH]2)n[nH]1
(9) CCN1CCCC1CNC(=O)C(=O)NCCc1ccc(OC)c(OC)c1 (centres undefined)
(10) CNC(=O)c1ccc(NC(=O)Nc2ccccc2)cc1
assay / compound,3,4,5,6,7,8,9,10
Tb PYK inh,-4%,-1%,-7%,-2%,-20%,0%,5%,-2%
AmpC detergent,-12%,13%,4%,-25%,8%,u,0%,-13%
AMA1 RON2 block,-3%,87%[activator],x,0%,-2%,9%,-5%,-1%
Sm TGR block,-4%,-2%,3%,-3%,-29%,2%,-17%,0%
AmpC inh no detg,10%,0%,x,26%,-38%,u,-9%,-22%
LmPK inhibitor,-2%,x,x,x,x,3%,4%,-2%
HCMV antiviral,-31,-29,3,-12,11,8,-20,123

(11) Nc1nc2nc(-c3cccs3)cc(C(F)(F)F)n2n1
(12) Cc1ccc(NC(=O)CNc2ccc(OC(C)C)cc2)c(C)c1
(13) O=S(=O)(Cc1cc(-c2ccccc2Cl)no1)c1ccccc1
(14) c1ccc(CNc2c(C3CCNCC3)nc3scc(-c4ccccc4)n23)cc1
(15) Cc1cc(Nc2ccccc2)n(C(=O)c2ccccc2)n1
assay / compound,11,12,13,14,15
Tb PYK inh,0%,-11%,1%,-2%,8%
AmpC detergent,-3%,1%,9%,x,-1%
AMA1 RON2 block,27%,-13%,-15%,3%,-10%
Sm TGR block,x,-30%,8%,x,7%
AmpC inh no detg,-12%,-29%,-18%,x,-11%
LmPK inhibitor,3%,4%,1%,x,3%
HCMV antiviral,-7,12,35,12,-31

(16) c1ccc(Cc2nnc3sc(-c4cccnc4)nn23)cc1
(17) c1ccc2c(c1)c1c(c3ccccc32)CN2CCCC2C1 (centres undefined)
(18) N/C(Cc1ccc(Cl)c(Cl)c1)=N\OC(=O)c1cccs1
(19) Cc1scc(C(=O)N/N=C/c2ccc(Cl)s2)c1C
(20) O=C(CCN1C(=O)/C(=C\c2ccccc2)SC1=S)NCCCN1CCOCC1
assay / compound,16,17,18,19,20
Tb PYK inh,-12%,-1%,-2%,-2%,-1%
AmpC detergent,-1%,x,2%,-4%,-14%
AMA1 RON2 block,26%,-10%,15%,-11%,13%
Sm TGR block,5%,x,-20%,1%,-12%
AmpC inh no detg,-9%,x,-42%,-25%,174%[activator]
LmPK inhibitor,-1%,x,1%,1%,-1%
HCMV antiviral,-63*,u,23,9,u

(21) CCOc1ccc(CCNC(=O)C2CC=CCC2C(=O)OC(C)C)cc1OCC (centres undefined)
(22) CC(=O)Nc1ccc(OCC(O)CN2CCN(c3cccc(Cl)c3)CC2)cc1 (centres undefined)
(23) O=C(c1ccc(COc2ccccc2Br)cc1)N1CCCCCC1
(24) Cc1ccc(Oc2cnc3ccccc3n2)cc1
(25) COc1cc2c(cc1OC)C(C)N(C(=O)c1ccc(Cl)c(S(=O)(=O)N3CCCCC3)c1)CC2 (centres undefined)
assay / compound,21,22,23,24,25
Tb PYK inh,-10%,7%,-3%,5%,-1%
AmpC detergent,1%,-1%,4%,-9%,u
AMA1 RON2 block,-1%,-11%,5%,-4%,-9%
Sm TGR block,28%,14%,7%,7%,4%
AmpC inh no detg,39%,40%,138%[activator],-5%,259%[activator]
LmPK inhibitor,-4%,0%,-2%,-4%,0%
HCMV antiviral,-13,-31,7,u,-64*

(26) c1cnc2ccc(C(c3nnnn3C3CCCC3)N3CCN4CCCC4C3)cc2c1 (centres undefined)
(27) COc1ccc(C)cc1S(=O)(=O)Nc1cc2c3c(c1)CCN3C(=O)CC2
(28) CCn1nnnc1NC(=O)c1ccc2ccccc2c1
(29) CCn1c(COc2ccccc2C)nnc1SCC(=O)O
(30) Cc1ccc(C(=O)N2CCCC(N3CCN(c4cccc(C(F)(F)F)c4)CC3)C2)s1 (centres undefined)
assay / compound,26,27,28,29,30
Tb PYK inh,-3%,4%,0%,-1%,1%
AmpC detergent,2%,-8%,-8%,u,-5%
AMA1 RON2 block,u,-19%,-13%,-3%,-16%
Sm TGR block,-2%,1%,0%,1%,-18%
AmpC inh no detg,1%,-16%,-12%,-12%,120%[activator]
LmPK inhibitor,0%,x,0%,-1%,8%
HCMV antiviral,-13,17,-2,42,7

Quoted at random: 2 entries already listed
(29) CCn1c(COc2ccccc2C)nnc1SCC(=O)O
(30) Cc1ccc(C(=O)N2CCCC(N3CCN(c4cccc(C(F)(F)F)c4)CC3)C2)s1 (centres undefined)
assay / compound,29,30
Tb PYK inh,-1%,1%
AmpC detergent,u,-5%
AMA1 RON2 block,-3%,-16%
Sm TGR block,1%,-18%
AmpC inh no detg,-12%,120%[activator]
LmPK inhibitor,-1%,8%
HCMV antiviral,42,7

(cont.)
(31) Cc1ccc(CN2CCC(c3cc(-c4cccs4)n[nH]3)CC2)cc1
(32) CCOc1ccc2nc(N(CCCN(C)C)C(=O)c3ccc(C(=O)c4ccccc4)cc3)sc2c1
(33) Cn1ncc(Cl)c1C(=O)N/N=C/c1ccccn1
(34) COc1cccc(C2(c3cccc(OC)c3)CC2C(=O)Nc2cccc3ccccc23)c1 (centres undefined)
(35) Cc1ccc(CN2CC(=O)N3[C@H]4c5ccccc5OC[C@@H]4[C@H](c4ccccc4)[C@]3(C)C2=O)cc1
assay / compound,31,32,33,34,35
Tb PYK inh,2%,-9%,6%,-14%,1%
AmpC detergent,5%,6%,-14%,-14%,-8%
AMA1 RON2 block,-4%,-17%,78%[activator],-7%,8%
Sm TGR block,8%,9%,-9%,0%,0%
AmpC inh no detg,12%,136%[activator],-8%,-22%,23%
LmPK inhibitor,-5%,8%,-4%,2%,x
HCMV antiviral,-31,-7,5,20,-11

(36) Cc1ccc(NC(=O)C2COc3ccccc3O2)cc1 (centres undefined)
(37) COCC(C)NC(C(=O)Nc1ccc(Cl)c([N+](=O)[O-])c1)c1ccccc1 (centres undefined)
(38) CCc1ccc(C(=O)/C=C/Nc2ccc(S(=O)(=O)Nc3onc(C)c3C)cc2)cc1
(39) CC1CCCC(NC(=O)COC(=O)c2ccc(Cl)nc2)C1C (centres undefined)
(40) COc1ccccc1C(=O)NS(=O)(=O)c1ccc(C)cc1
assay / compound,36,37,38,39,40
Tb PYK inh,3%,9%,-6%,3%,1%
AmpC detergent,-6%,-11%,-3%,u,x
AMA1 RON2 block,-4%,-2%,-7%[11.6 µM],-1%,1%
Sm TGR block,2%,-4%,-3%,1%,x
AmpC inh no detg,-15%,-26%,-19%,-8%,-12%
LmPK inhibitor,-7%,-4%,0%,x,x
HCMV antiviral,40,42,51,-17,4

(41) CCOc1cc(/C=C(\C#N)C(=O)NCc2cccnc2)ccc1O
(42) CS(=O)(=O)N1CCN(C(=O)c2ccc3c(c2)OCCO3)CC1
(43) CN(C)CCCNC(=O)c1ccccc1Oc1ccccc1
(44) NC1=NC(=O)/C(=C/c2ccc(-c3ccc(S(N)(=O)=O)cc3)o2)S1
(45) O=C(CCCCCNC(=O)c1ccccc1)N/N=C/c1ccccc1
assay / compound,41,42,43,44,45
Tb PYK inh,-2%,5%,12%,-11%,-3%
AmpC detergent,3%,-11%,-3%,-11%,-3%
AMA1 RON2 block,-4%,5%,21%,-4%,11%
Sm TGR block,0%,-5%,-2%,u,0%
AmpC inh no detg,-16%,-31%,-1%,-14%,-6%
LmPK inhibitor,-3%,0%,-5%,2%,1%
HCMV antiviral,-3,-30,39,-17,-36

(46) COc1ccc(/C=C/c2c(-c3ccc(OC)cc3)oc3cccnc23)cc1
(47) O=C(c1ccc([N+](=O)[O-])cc1)N1CCN(C2=NS(=O)(=O)c3ccccc32)CC1
(48) CCn1cc(CNC(=O)c2cc(-c3ccc(C)cc3)nc3ccc(Br)cc23)c(C)n1
(49) Cc1ccc(-n2ncc3c(SCC(=O)Nc4cc(C)on4)ncnc32)c(C)c1
(50) Cc1ccc(NS(=O)(=O)c2cccc(C(=O)n3ncc(C#N)c3N)c2)c(C)c1
(51) CCCCn1c(-c2ccc(C(C)(C)C)cc2)nc2cc3[nH]c(=O)c(C(C)C)nc3cc21
(52) O=C(Cn1cc(COc2c(F)c(F)c(Br)c(F)c2F)nn1)c1ccc(O)cc1
assay / compound,46,47,48,49,50,51,52
Tb PYK inh,1%,-22%,1%,-2%,4%,-7%,0%
AmpC detergent,-7%,9%,-6%,u,-11%,-5%,x
AMA1 RON2 block,155%[activator],-10%,x,13%,27%,45%[activator],-2%
Sm TGR block,0%,9%,-1%,-6%,0%,-16%,x
AmpC inh no detg,-58%,-6%,x,-15%,-27%,-6%,x
LmPK inhibitor,0%,-7%,x,1%,-2%,2%,x
HCMV antiviral,-9,-5,25,u,-4,12,-15
